Bioassay records: PubChem BioAssay, several laboratories
PP5 inh: PP5 phosphatase inhibitors, primary screen, biochemical, fluorescence. Serine/threonine-protein phosphatase 5 (Homo sapiens), P53041. purified PP5c, OMFP substrate fluorescence. inhibition, % at 6.7 µM. hit rate 0.18% among 320,000. AID 1987, 2009;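 active = inhibition above the campaign's mean inhibition across all tested compounds plus 3 SD, cut at about 9.5% in these data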;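 note: 0% = DMSO only and 100% = 100 µM cantharidin control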
Target sequence (P53041 whole entry, looked up): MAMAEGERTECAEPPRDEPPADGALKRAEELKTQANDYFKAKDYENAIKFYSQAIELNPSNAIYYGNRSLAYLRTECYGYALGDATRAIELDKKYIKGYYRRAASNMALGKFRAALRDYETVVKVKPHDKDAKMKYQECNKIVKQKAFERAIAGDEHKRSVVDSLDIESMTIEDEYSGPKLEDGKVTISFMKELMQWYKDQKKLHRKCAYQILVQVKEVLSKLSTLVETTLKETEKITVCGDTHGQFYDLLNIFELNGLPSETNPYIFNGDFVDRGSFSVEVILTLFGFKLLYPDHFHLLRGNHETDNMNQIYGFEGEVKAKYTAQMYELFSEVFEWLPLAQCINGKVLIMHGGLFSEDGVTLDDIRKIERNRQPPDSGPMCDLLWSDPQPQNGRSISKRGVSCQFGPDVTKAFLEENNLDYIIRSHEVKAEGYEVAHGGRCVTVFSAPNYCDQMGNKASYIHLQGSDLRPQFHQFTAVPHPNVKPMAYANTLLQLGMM
procasp7 counter: procaspase-7 activators, primary screen, counter-screen for procaspase-3 activator project, biochemical, absorbance, HTS, human | Caspase-7 (Homo sapiens), P55210 | recombinant procaspase-7, Ac-DEVD-pNA absorbance 405 nm; D23A/D198A/D206A triple mutant, cannot self-cleave; scale: DMSO 0, 5 µM enzyme 100 | activation, % at 8.5 µM | hit rate 0.093% among 330,000 | AID 463210, 2010;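 active = percent activation above the screen-wide mean plus 3 SD, cut at about 25% in these data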
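Assay system: Uncleavable procaspase-7 mutant enzyme | Input: 2 µM procaspase-7 mutant as dispensed | Timing: 1 h compound preincubation, 2 h substrate cleavage, 25 °C | Repeats: One well per compound | Control set: DMSO wells as 0%, DMSO with 5 µM added PC-7 as 100% | Technique: Epi-absorbance of released pNA at 405 nm, two timepoints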
Fh CTSL1 inh: Fasciola hepatica cathepsin L1 inhibitors, primary screen, counter-screen for PFM18AAP inhibitor project, biochemical, QFRET, fluorogenic peptide substrate | recombinant F. hepatica cathepsin L1, Z-Leu-Arg-MCA fluorescence | inhibition, % at 5.96 µM | hit rate 0.49% among 300,000;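 active = inhibition above the mean of all tested compounds plus 3 SD, set per screening campaign, cut at about 17% in these data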;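 note: 0% = plate median of test compound wells and 100% = 1 µM Z-Phe-Ala-diazomethylketone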
VLA-4 inh: inhibition in human VLA-4 binding assay, primary screen, VLA-4 allosteric modulator project, MLPCN library, flow cytometry, VLA-4 expressing cells; Integrin alpha-4 (Homo sapiens), P13612; ligand binding flow cytometry; inhibition, % (about 7 µM as worked out from the volumes in the protocol); hit rate 0.2% among 330,000; AID 2557, 2010; in the data active = inhibition above about 50%
HCV core dimer: inhibitors of HCV core protein dimerization, primary screen, biochemical, TR-FRET, high-throughput; TR-FRET GST/Flag-core106 dimerization, 1536-well; inhibition, % at 5 µM; hit rate 0.33% among 300,000; AID 1899, 2009;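 active = inhibition above the mean of all tested compounds plus 3 SD, set per screening campaign, cut at about 45% in these data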
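Test system: GST/Flag-tagged HCV core106 proteins; Medium: KF-containing HEPES buffer, pH 7.45, DTT, CHAPS, BSA; Times: compound-protein-antibody incubation 4 h at 22.5 °C; Detection: TR-FRET 671 and 617 nm emission; Benchmarks: wells lacking GST-core106 and wells with excess unlabelled core106.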
PP1 inh: PP1-alpha phosphatase inhibitors, primary screen, counter-screen for PP5 inhibitor project, biochemical, fluorescence, OMFP substrate, single point; Serine/threonine-protein phosphatase PP1-alpha catalytic subunit (Homo sapiens), P62136; inhibition, % at 6.7 µM; purified PP1alpha; hit rate 0.9% among 320,000;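 active = inhibition above the mean inhibition of all tested compounds plus 3 SD, computed separately for each screening campaign, cut at about 15% in these data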
Target sequence (P62136 whole entry, looked up): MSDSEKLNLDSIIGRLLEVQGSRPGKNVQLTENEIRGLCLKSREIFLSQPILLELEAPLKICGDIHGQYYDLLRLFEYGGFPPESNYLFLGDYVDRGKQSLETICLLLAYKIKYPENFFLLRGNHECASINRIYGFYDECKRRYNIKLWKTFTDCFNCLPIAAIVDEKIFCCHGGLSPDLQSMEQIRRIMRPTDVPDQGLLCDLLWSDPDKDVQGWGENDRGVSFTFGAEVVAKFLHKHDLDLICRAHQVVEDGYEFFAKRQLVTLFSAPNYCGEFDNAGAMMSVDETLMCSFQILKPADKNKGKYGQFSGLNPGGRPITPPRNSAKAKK
GASC-1 inh: inhibitors of GASC-1 histone demethylase, primary screen, biochemical, fluorescence, DELFIA europium. Lysine-specific demethylase 4C (Homo sapiens), Q9H3R0. GST-JMJD2C(1-420) H3K9me3 demethylation. inhibition, % at 2.35 µM. hit rate 0.069% among 330,000. AID 2099, 2009;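 active = more than half of a compound's replicate wells show inhibition beyond 50%, single wells judged on their own value; inconclusive = some, but no more than half, of replicates pass 50% inhibition; inactive = no replicate passes 50% inhibition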;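 note: signal counts dimethyl H3K9 product captured on neutravidin plate; 0% = median of DMSO wells and 100% = 0.3 times that DMSO median; strong numbers were not always called active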
GRK2 aptamer HTS: compounds blocking aptamer binding on GRK2 – biochemical, human GRK2, bead flow cytometry, HTS, primary screen. FAM-aptamer displacement from GRK2. inhibition of aptamer binding, % at 10 µM. hit rate 0.59% among 330,000. AID 488847, 2010;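 active = inhibition of aptamer binding above 40%, roughly 3 SD of noise, on plates passing a quality check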;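 note: median bead fluorescence of bound FAM aptamer so fluorescent compounds give negative values; no value below 0 was filed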
proCasp3 act: activators of human procaspase-3 D3A mutant, primary screen, biochemical, absorbance, PC-3 D3A mutant, single concentration. Caspase-3 (Homo sapiens), P42574. recombinant procaspase-3 D3A, Ac-DEVD-pNA absorbance 405 nm. activation, % at 8.5 µM. hit rate 0.11% among 330,000;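 active = activation above the mean of all tested compounds plus 3 SD, cut at about 21% in these data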;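 note: 0% = DMSO alone and 100% = DMSO wells spiked with extra 5 µM PC-3 D3A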
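Technique: 405 nm absorbance of p-nitroaniline, reads at 0 and 120 min; Test system: Procaspase-3 D3A mutant; Incubation: 1 h enzyme-compound preincubation, then 2 h substrate reaction, 25 °C; Repeats: singlicate, each compound tested once; Benchmarks: low control DMSO wells, high control DMSO plus 5 µM PC-3 D3A.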
Active calls of the source: *; u = inconclusive; x = not tested or not shown.

structure	PP5 inh	procasp7 counter	Fh CTSL1 inh	VLA-4 inh	HCV core dimer	PP1 inh	GASC-1 inh	GRK2 aptamer HTS	proCasp3 act
Cc1cccnc1NC(=O)COc1ccc2oc3c(c2c1)CCCC3	0.0	6.4	1.1	1.6	9.0	1.1	-11.3	1.0	-4.3
CC(C)OCCCN1CN(S(=O)(=O)c2ccccc2)c2nc3ccccc3nc21	1.6	-4.8	4.1	-9.1	6.1	-4.4	-32.2	1.0	6.2
Cc1ccc(Cn2nnc3c(=O)[nH]c(C4CCCN(C(=O)c5ccco5)C4)nc32)cc1 (configuration not stated)	2.4	-0.3	-0.3	9.4	-12.5	4.6	-13.3	0.0	-8.4
COc1ccc(CCNC(=O)CSc2c[nH]c3ccccc23)cc1OC	-2.1	3.9	-1.0	11.2	8.6	-2.6	70.5	12.0	6.7
c1ccc(OCc2nn3c(Cn4nnc5ccccc54)nnc3s2)cc1	-1.8	-14.9	0.1	-7.7	10.2	-4.2	4.4	7.0	-1.4
COc1cccc(-c2nc(CS(=O)(=O)CC(=O)NCCc3ccccc3)c(C)o2)c1	-0.1	2.9	0.0	1.9	8.4	0.2	16.0	2.0	6.0
COC(=O)c1ccc(NC(=O)CSc2nnc(-c3ccccc3Br)n2-c2ccccc2)cc1	0.0	1.5	-0.3	0.1	12.7	-7.9	-2.6	2.0	-4.5
COC(=O)[C@@H]1C[C@H]2CC[C@H](O)C[C@H]2N1Cc1ccccc1OC(=O)c1cccs1	1.3	-1.6	-0.1	1.1	5.9	0.7	0.0	0.0	-2.5
COc1ccccc1NC(=S)NNC(=O)c1nn(C)c(C)c1Br	-0.2	-15.7	4.4	13.1	-1.9	-1.6	-1.7	0.0	-3.8
COc1ccc(OC)c(C2=NOC(C(=O)N3CCN(c4ccccc4)CC3)C2)c1 (configuration not stated)	0.2	7.7	1.4	13.1	14.1	-3.9	10.1	0.0	2.5
Cc1ccc(/C=C/C(=O)NN2CCN(C)CC2)cc1	1.5	0.1	4.0	1.6	-8.6	-5.2	-12.0	0.0	5.1
Cc1ccc(Cl)cc1N1CCN(C(=O)C2CCN(S(C)(=O)=O)CC2)CC1	0.8	-11.5	2.1	-2.1	3.1	-0.7	2.2	0.0	-6.3

(continued)
structure	PP5 inh	procasp7 counter	Fh CTSL1 inh	VLA-4 inh	HCV core dimer	PP1 inh	GASC-1 inh	GRK2 aptamer HTS	proCasp3 act
CC(SC(=S)N1CCCC1)C(=O)O (configuration not stated)	0.0	3.2	-0.5	5.3	8.2	-3.3	-12.2	4.0	2.6
Cc1ccc(C)c(NC(=O)C(=O)NCCc2c[nH]c3ccccc23)c1	1.9	-13.1	-5.1	2.1	-2.3	-5.2	-8.2	0.0	-6.0
O=C(CC1Nc2ccccc2NC1=O)NC1CCCCC1 (configuration not stated)	-2.6	5.4	9.5	-1.4	-5.7	-0.1	x	0.0	-3.5
CC1CC(C)CN(S(=O)(=O)c2ccc3c(c2)CC(C)N3C(=O)C2CCC2)C1 (configuration not stated)	0.1	3.3	-1.6	6.0	14.7	-0.6	-11.6	3.0	-3.2
COCCn1c(SCC(=O)NCc2ccc3c(c2)OCO3)nnc1C(C)C	3.7	10.3	1.3	15.3	-3.4	-5.4	-7.7	4.0	12.3
O=C(NCCc1ccc(Cl)cc1)C(=O)c1c[nH]c2ccccc12	5.0	1.2	-2.1	12.5	-3.2	0.9	2.0	2.0	-1.5
CCN(CC)C(=O)CSc1nc2ccccc2c(=O)n1-c1cccc(OC)c1	-1.9	-10.1	0.3	9.4	5.1	-1.1	3.0	0.0	2.7
C/C(CC(=O)NC1CCCC1)=N\NC(=O)Cc1cccs1	-1.4	-0.3	-1.5	5.7	2.0	-4.1	-8.2	1.0	4.0
CC1CCCN(C/C(O)=C(\C#N)c2nc3ccccc3[nH]2)C1 (configuration not stated)	0.3	11.9	3.4	19.7	-8.2	-4.9	-3.3	3.0	2.6
N#C/C(=C/c1ccco1)C(N)=S	2.7	-28.3	3.1	-21.9	-4.0	1.1	-4.8	3.0	-19.6
CCOC(=O)c1sc(=NC(=O)c2ccc(S(=O)(=O)N3CC(C)OC(C)C3)cc2)n(C)c1C (configuration not stated)	1.4	-3.3	-3.6	1.6	7.2	-2.6	-8.7	0.0	7.1
C/C(=N\Nc1ccc(C(=O)O)cc1)c1ccc2c(c1)Nc1ccccc1S2	3.5	-12.0	4.8	-1.9	-1.5	5.6	21.2	0.0	-5.5

Additional compounds:
structure	PP5 inh	procasp7 counter	Fh CTSL1 inh	VLA-4 inh	HCV core dimer	PP1 inh	GASC-1 inh	GRK2 aptamer HTS	proCasp3 act
N#CCC(=O)Nc1ccc(C(=O)OCc2ccccc2Oc2ccccc2)cc1	1.3	-0.4	4.2	10.1	-4.4	-1.1	1.4	0.0	-2.7
O=C(COc1cccnc1[N+](=O)[O-])NCc1ccc2c(c1)OCO2	0.7	6.0	4.5	1.6	-2.2	2.9	-11.3	0.0	-3.5
CC(C)CN(CC(C)C)C(=O)C12CCC(C)(C(=O)C1)C2(C)C (configuration not stated)	4.4	11.9	-1.5	6.6	-0.7	-0.7	158.4	0.0	3.0
Cc1ccc(S(=O)(=O)NCC(=O)OCC(=O)c2ccc(Cl)s2)cc1	-1.4	6.5	-58.9	-5.7	6.7	1.9	14.6	3.0	-1.3
Cc1ccc2nc3c(c(Nc4ccc(O)cc4)c2c1)CCC3	2.6	2.0	0.2	-18.4	0.0	1.9	4.0	0.0	-2.8
C=Cc1ccc(C2=CC(=O)C[C@H](c3ccc(OC)cc3)C2)cc1	-3.2	-10.6	x	0.5	x	3.6	2.9	0.0	0.6
Cc1ccc2c(Cl)cc(Cl)c(OCC(=O)N(C(C)C)C(C)C)c2n1	-6.0	0.2	4.3	1.9	2.7	1.2	8.1	3.0	5.0
N#C/C(=C\c1cccc2ccccc12)c1nn(-c2ccccc2)c(N)c1C#N	3.4	5.0	2.0	10.0	10.3	4.0	2.7	0.0	-2.9
Cc1cccn2c(CNC3CCCc4ccccc43)c(C(=O)N3CCOCC3)nc12 (configuration not stated)	0.7	-1.3	0.9	x	10.1	-4.4	5.8	0.0	0.1
Cc1cc(/C=N\NC(=O)CC(=O)NC2CCCCC2)c(C)n1-c1ccc(Cl)c(Cl)c1	0.4	1.5	3.5	6.4	5.5	5.8	u	0.0	5.1
Cc1ccccc1NC(=O)c1c([N+](=O)[O-])cnn1C	0.6	13.6	-0.6	14.3	2.6	-4.1	11.8	0.0	7.3
Cc1ccccc1Nc1cccc2nonc12	2.5	-27.9	4.2	7.2	-6.5	-0.2	-1.8	0.0	-20.0

Complete entries from above:
`Cc1ccc2nc3c(c(Nc4ccc(O)cc4)c2c1)CCC3` reads PP5 inh: 2.6; procasp7 counter: 2.0; Fh CTSL1 inh: 0.2; VLA-4 inh: -18.4; HCV core dimer: 0.0; PP1 inh: 1.9; GASC-1 inh: 4.0; GRK2 aptamer HTS: 0.0; proCasp3 act: -2.8
`Cc1ccccc1Nc1cccc2nonc12` reads PP5 inh: 2.5; procasp7 counter: -27.9; Fh CTSL1 inh: 4.2; VLA-4 inh: 7.2; HCV core dimer: -6.5; PP1 inh: -0.2; GASC-1 inh: -1.8; GRK2 aptamer HTS: 0.0; proCasp3 act: -20.0

Next part.
structure	PP5 inh	procasp7 counter	Fh CTSL1 inh	VLA-4 inh	HCV core dimer	PP1 inh	GASC-1 inh	GRK2 aptamer HTS	proCasp3 act
Cc1onc(-c2c(F)cccc2Cl)c1C(=O)N1CCOC12CCCCC2	3.7	2.2	0.0	11.8	0.0	-1.3	0.4	0.0	2.2
COC(=O)C1=C(N)Oc2cc(C)n(CC3CCCO3)c(=O)c2C1c1ccc(Cl)cc1 (configuration not stated)	0.4	-1.0	1.2	-4.0	5.9	-4.7	24.2	0.0	0.3
Cc1ccc(OCCN2CCOCC2)cc1C	-1.4	0.1	-0.9	14.1	0.7	-3.2	-25.2	0.0	-0.4
O=C(/C(=N/O)n1cncn1)c1ccccc1Cl	-1.2	4.9	3.3	-5.2	-16.7	-2.0	8.2	0.0	-0.5
O=C(O)CC1(CC(=O)NCc2ccccn2)CCCCC1	2.5	7.0	-2.9	18.6	-1.2	-4.5	-2.0	2.0	-0.2
O=C(O)CCn1ccc2cc(S(=O)(=O)N3CCCCCC3)ccc21	0.1	-0.3	0.8	8.4	-2.4	-1.6	-6.1	0.0	5.9
CCSc1nnc(NC(=O)C2CSC3(C)CCC(=O)N23)s1 (configuration not stated)	x	10.3	x	6.5	x	x	-1.1	4.0	5.8
O=c1c2ccccc2ncn1CCCOc1ccccc1[N+](=O)[O-]	2.6	-4.8	1.8	-0.9	-3.5	-6.7	-0.6	2.0	-10.0
Cc1ccc(-c2nn(Cc3ccccc3)cc2C(=O)N2CCN(c3ccccn3)CC2)cc1	4.7	-13.9	x	-2.6	x	3.8	-1.8	0.0	-2.8
CCN(CC)CC(=O)c1c(N)n(Cc2ccccc2)c(=O)n(C)c1=O	3.4	9.1	1.2	0.0	-4.0	-0.6	-0.7	0.0	-10.9

Rows are unselected, and some 2.6% of all compounds hit somewhere here.
